EP2 antag = human EP2 receptor antagonists, primary screen, TR-FRET cAMP, C6 glioma cells; C6 glioma cells expressing human EP2; cells stimulated with saturating PGE2; inhibition, % at 25 µM; 0.52% of 260,000 active;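 active means percent inhibition above 40 after rounding to a whole number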;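 further: rat C6 glioma host cells with rolipram phosphodiesterase inhibitor present; the protocol text gives 20 µM as final concentration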
Target sequence (P43116 whole entry, looked up): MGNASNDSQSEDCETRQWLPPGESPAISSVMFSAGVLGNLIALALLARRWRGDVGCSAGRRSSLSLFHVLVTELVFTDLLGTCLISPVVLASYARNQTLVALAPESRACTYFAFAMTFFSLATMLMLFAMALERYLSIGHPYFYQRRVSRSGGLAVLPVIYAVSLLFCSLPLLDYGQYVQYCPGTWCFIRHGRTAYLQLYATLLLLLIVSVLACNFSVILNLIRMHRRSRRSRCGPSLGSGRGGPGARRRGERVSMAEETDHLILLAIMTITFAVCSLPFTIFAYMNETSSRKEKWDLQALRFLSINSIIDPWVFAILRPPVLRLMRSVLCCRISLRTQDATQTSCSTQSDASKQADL
eIF4E-4G inh = eIF4E–eIF4G protein interaction inhibitors, primary screen, biochemical, uHTS, TR-FRET, eIF4GI fragment. 0.37% of 220,000 active. TR-FRET eIF4E-eIF4GI(517-606) binding, 2 h. inhibition, % at 21.7 µM;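 active means inhibition above about 30%, limit read from the data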;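 further: 0% = full FRET control wells and 100% = background wells lacking eIF4GI fragment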
EP2 mod = EP2 receptor modulators, cAMP readout, primary screen, cell-based, HTRF cAMP, PGE2 stimulation; Prostaglandin E2 receptor EP2 subtype (Homo sapiens), P43116; EP2-expressing cells, cAMP HTRF FRET, PGE2 co-stimulation; induction, % at 25 µM; 0.83% of 260,000 active;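 active means compounds whose cAMP rise, as percent of the full-agonist control response, exceeds 60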;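 further: rat C6 glioma line stably carrying human EP2 under a CMV promoter; the protocol text gives 20 µM as final concentration; 100% = response of wells given 1 µM PGE2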
Calpain2 inh = inhibitors of pig calpain II, primary screen, biochemical, fluorogenic peptide substrate, 1536-well; purified calpain II, 30 min; inhibition, % at 16 µM; 0.37% of 220,000 active; AID 1236, 2008;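 active means inhibition above about 50%, limit read from the data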
Rad51 HR inh = human RAD51 strand exchange inhibitors, primary screen, biochemical, fluorescence; DNA repair protein RAD51 homolog 1 (Homo sapiens), Q06609; hRad51 DNA strand exchange, fluorescence dequenching; inhibition, % at 10 µM; 0.085% of 200,000 active; AID 1385, 2008;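 active means inhibition above 40% at the single screening dose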;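 further: 0% = DMSO control wells and 100% = blanks with heterologous ssDNA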
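Test system – preformed human Rad51 ssDNA filaments · Reagent – Donor/quencher-labelled 47-bp dsDNA substrate · Incubation – 37 °C 15-min filament assembly, 30-min compound preincubation, 15-min exchange · Signal – FRET fluorescence dequenching, excitation 485 nm, emission 520 nm · Read-out – percent inhibition from fluorescence, normalised to plate control and blank means · Benchmarks – plate control and blank wells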
zVAD death inh = inhibitors of zVAD-triggered necroptosis, primary screen, L929 cells | AID 1377, 2008 | viability rescue, % at 10 µM | 0.38% of 220,000 active | L929 zVAD necroptosis rescue, ATP luminescence, 24 h; with zVAD 60 µM;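 active means activation, scaled between plate controls, above about 75%, limit read from the data; inactive means activation under that limit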;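 further: 0% = zVAD with DMSO and 100% = DMSO alone without zVAD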
Hck Nef HTS = inhibitors of Nef-activated human Hck kinase, primary screen, biochemical, Z-Lyte FRET, 384-well, Hck-YEEI; Recombinant Hck-YEEI plus Nef, Z-Lyte FRET kinase assay; inhibition, % at 20 µM; AID 463187, 2010; Tyrosine-protein kinase HCK (Homo sapiens), P08631; 0.68% of 220,000 active;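 active means Hck-Nef kinase inhibition above about 50%, limit read from the data; inactive means inhibition below that limit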;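 further: 0% = DMSO with Hck plus Nef and 100% = Hck alone without Nef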
Target sequence (P08631 whole entry, looked up): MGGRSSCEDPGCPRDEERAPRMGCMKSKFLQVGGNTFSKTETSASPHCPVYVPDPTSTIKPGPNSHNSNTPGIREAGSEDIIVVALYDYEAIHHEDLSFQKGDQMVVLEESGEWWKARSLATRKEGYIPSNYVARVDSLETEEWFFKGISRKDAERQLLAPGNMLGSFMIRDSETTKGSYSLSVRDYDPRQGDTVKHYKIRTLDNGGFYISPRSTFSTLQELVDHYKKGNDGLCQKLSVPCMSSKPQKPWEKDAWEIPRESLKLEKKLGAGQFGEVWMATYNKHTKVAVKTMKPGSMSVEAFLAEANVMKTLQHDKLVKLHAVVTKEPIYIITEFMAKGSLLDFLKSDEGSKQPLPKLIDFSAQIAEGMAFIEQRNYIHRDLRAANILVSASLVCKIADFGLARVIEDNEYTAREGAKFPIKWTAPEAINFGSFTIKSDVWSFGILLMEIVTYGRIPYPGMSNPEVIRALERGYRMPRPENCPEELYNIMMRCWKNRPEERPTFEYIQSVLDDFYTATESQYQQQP
Tb hexokinase = Trypanosoma brucei hexokinase 1 inhibitors, primary screen, biochemical, G6PDH-coupled NADH absorbance, MLSCN library. recombinant TbHK1, G6PDH-coupled NADH A340. inhibition, % at 10 µM. hexokinase 1 [Trypanosoma brucei]. 0.11% of 220,000 active;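 active means inhibition of 50% or more in the single-dose primary screen; inactive means inhibition below 50%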
14-3-3 Bad PPI = inhibitors of 14-3-3 zeta/Bad binding, primary screen, biochemical, TR-FRET, bovine 14-3-3 zeta | inhibition, % at 21.7 µM | TR-FRET 14-3-3zeta/Dy647-pBad peptide displacement, 1 h | 14-3-3 protein zeta/delta (Bos taurus), P63103 | 0.71% of 220,000 active;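 active means inhibition above about 70%, limit read from the data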;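 further: 0% = full 14-3-3 plus peptide FRET controls and 100% = background without 14-3-3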
The depositor's hits bear a star; / = not tested or not shown; & = joins results of further samples; [ ] = another dose, or the depositor's remark.

SMILES	EP2 antag	eIF4E-4G inh	EP2 mod	Calpain2 inh	Rad51 HR inh	zVAD death inh	Hck Nef HTS	Tb hexokinase	14-3-3 Bad PPI
CC(C)C(=O)Nc1cccc(C(=O)Nc2cc([N+](=O)[O-])ccc2F)c1	2.5	-3.5	-25.9	12.0	-10.9	14.2	17.8	7.2	-2.0
COc1cc(CNc2cc(C)ccc2C)cc(OC)c1OC	13.3	-6.4	27.1	-9.4	-0.6	-0.1	2.0	7.8	5.9
Cc1cccc(Cn2c(C)nc3c(N)c(C)c(C)cc32)c1	3.3	2.8	-60.2	-0.4	19.0	-0.5	24.4	-0.7	-26.3
COc1ccc(N(CC(=O)NCC2CCCO2)S(=O)(=O)c2c(C)noc2C)cc1 (stereo not given)	2.8	-3.9	14.7	-1.5	-2.2	0.8	0.2	2.1	-1.3
OC(CNCc1ccccc1F)(c1ccc(F)cc1)c1ccc(F)cc1	0.8	1.7	47.0	31.8	-7.3	1.8	22.5	8.7	7.0
O=C(NCCNCCO)c1c(O)c2cccc3c2n(c1=O)CCC3	3.8	-4.4[fluorescence artefact?]	15.1	-49.6	0.3	0.4	-1.8	-2.7	0.8[fluorescence artefact?]
CCC(=O)Nc1cccc(C2=NOC3(C2)C[C@@H](C(N)=O)N(C(=O)CC(c2ccccc2)c2ccccc2)C3)c1 (stereo not given in full)	16.4	1.3	-7.0	-43.0	-0.2	-0.3	27.4	-4.1	-1.2
COC1CCCCC1Nc1cc(C)ccc1C (stereo not given)	14.7	2.2	33.0	7.7	-7.1	-0.1	0.2	-2.5	21.2
C=CCN1C(=O)S/C(=C\c2ccc3c(c2)n(C)c(=O)n3C)C1=O	8.9	3.9[fluorescence artefact?]	-7.0	-37.6	-54.0	0.6	4.0	-18.2	13.2
COc1ccc(/C=N/NC(=O)c2ccc(Cl)cc2Cl)cc1COC(C)=O	5.2	-4.0	-54.3	35.2	/	0.4	1.3	-10.7	2.3
COC(=O)c1cccc(NC(=O)c2cc(OC)c(OC)c(OC)c2Br)c1	2.4	4.9	-60.0	17.4	4.3	0.7	-0.7	-4.1	-3.8
CC(NC(=O)/C=C/c1ccco1)c1nc2ccccc2n1Cc1ccccc1F (stereo not given)	0.6	6.7	21.2	-29.3	0.1	0.5	-0.2	-9.1	-9.8[fluorescence artefact?]
CC(=O)N/C(=C\c1ccc2c(c1)OCO2)C(=O)NC(C(=O)O)c1ccccc1 (stereo not given)	2.6	0.3	-11.3	-11.1	13.3	0.2	15.1	-30.3	1.6
Cn1c(SCC(=O)c2ccc(-c3ccccc3)cc2)nnc1-c1ccco1	3.5	-2.8	-11.0	-103.3	-14.8	2.4	5.3	18.3	-6.1
N#CC1=C(Nc2ccccc2)SC=C(c2ccccc2)N=C1N1CCOCC1	/	5.2	10.7	12.7	/	-0.2	-2.0	-23.8	-1.6
CC(C)NC(=O)NC(=O)COC(=O)C1CCCN1C(=O)c1cccs1 (stereo not given)	12.8	0.4	-7.8	8.6	-8.6	-0.6	2.1	-2.3	3.0
CCCSc1n[nH]c(NC(C)=O)n1	7.7	-1.9	15.9	15.0	0.8	1.9	0.5	-8.7	-5.6
COc1cc2[nH]c(=O)n(Cc3ccc(C(=O)NCCCN4CCC(C)CC4)cc3)c(=O)c2cc1OC	8.9	0.7	18.3	-13.2	2.4	0.3	2.4	-1.1	8.0
Cn1c(=O)c2c(nc(NCc3ccco3)n2C)n(C)c1=O	7.2	-5.8	-5.2	34.7	2.9	1.4	1.7	6.3	-3.8
CCNC(=O)c1ccc(NS(=O)(=O)c2ccccc2)cc1	6.0	3.9[fluorescence artefact?]	8.2	-3.0	0.9	-0.5	-0.4	3.2	58.1
COc1cc(O)c(C(CC(=O)N2CCCC2)c2ccc(N(C)C)cc2)c(OC)c1 (stereo not given)	9.1	4.9	19.2	-13.5	1.6	0.0	22.4	-5.0	-0.1
O=C(Nc1nc2ccc(S(=O)(=O)N3CCOCC3)cc2s1)c1cccs1	7.9	3.7	-9.4	40.1	/	0.7	4.6	-2.5	-0.4
COc1ccc(CNC(=O)C(Cc2ccccc2)n2cccc2)cc1 (stereo not given)	8.7	3.5	29.7	-3.6	14.0	0.4	10.5	-5.0	5.0
CC(=O)CC(=O)NC1C2CC3CC(C2)CC1C3 (stereo not given)	7.5	-5.8[fluorescence artefact?]	9.0	25.1	0.0	0.0	-0.3	2.5	-15.2[fluorescence artefact?]
O=C(NC1CCCCCCC1)C1CCN(S(=O)(=O)N2CCC3(CC2)OCCO3)CC1	11.3	11.4	5.5	-8.8	-2.5	0.0	2.6	-3.8	-2.6

In a second layout: results already given.
Each structure is followed by: EP2 antag | eIF4E-4G inh | EP2 mod | Calpain2 inh | Rad51 HR inh | zVAD death inh | Hck Nef HTS | Tb hexokinase | 14-3-3 Bad PPI
> COc1cc(O)c(C(CC(=O)N2CCCC2)c2ccc(N(C)C)cc2)c(OC)c1 (stereo not given)
    9.1 | 4.9 | 19.2 | -13.5 | 1.6 | 0.0 | 22.4 | -5.0 | -0.1
> O=C(Nc1nc2ccc(S(=O)(=O)N3CCOCC3)cc2s1)c1cccs1
    7.9 | 3.7 | -9.4 | 40.1 | / | 0.7 | 4.6 | -2.5 | -0.4
> COc1ccc(CNC(=O)C(Cc2ccccc2)n2cccc2)cc1 (stereo not given)
    8.7 | 3.5 | 29.7 | -3.6 | 14.0 | 0.4 | 10.5 | -5.0 | 5.0
> CC(=O)CC(=O)NC1C2CC3CC(C2)CC1C3 (stereo not given)
    7.5 | -5.8[fluorescence artefact?] | 9.0 | 25.1 | 0.0 | 0.0 | -0.3 | 2.5 | -15.2[fluorescence artefact?]

Individual results from the entries so far:
Result of COc1cc(CNc2cc(C)ccc2C)cc(OC)c1OC in eIF4E-4G inh: -6.4
Result of CC(C)NC(=O)NC(=O)COC(=O)C1CCCN1C(=O)c1cccs1 (stereo not given) in EP2 mod: -7.8

Carrying on:
SMILES	EP2 antag	eIF4E-4G inh	EP2 mod	Calpain2 inh	Rad51 HR inh	zVAD death inh	Hck Nef HTS	Tb hexokinase	14-3-3 Bad PPI
CCC(=O)Oc1c(S(=O)(=O)c2ccc(C)cc2)c(C)nn1C(C)(C)C	4.5	1.3	35.5	19.0	-8.0	-0.1	0.4	-1.4	-7.2
CCCCOc1ccc(C(=O)Nc2ccc3c(c2)OCO3)cc1	3.1	-3.8	-13.5	-14.1	2.7	1.1	20.2	-0.7	5.3
O=C(CCn1c(=O)sc2ccccc21)Nc1nc2ccccc2s1	9.1	2.9	-6.6	0.5	-0.1	1.4	-0.2	-3.1	6.4
O=C(NC(c1ccccc1)c1ccccc1)C1CCCO1 (stereo not given)	6.6	1.2	44.0	-77.6	2.3	2.8	22.5	-4.6	-7.8
Cc1cc(C)c(OCCN2C(=O)NC(C)(C)C2=O)c(Cl)c1	6.0	-4.9	-9.0	18.8	7.7	-0.8	-19.6	3.0	-6.1
CCOC(=O)c1cccnc1NC(=O)c1ccccc1	-2.3	16.1	26.4	3.1	-15.1	-0.2	8.8	-6.2	5.4[fluorescence artefact?]
O=C(Cn1cccc1C(=O)c1ccccc1)NCc1ccc2c(c1)OCO2	8.9	-2.2	41.9	-10.7	3.0	0.4	1.9	1.4	2.5
CCc1ccc2[nH]c(=O)c(CN(CCN3CCCC3)C(=O)NC3CCCCC3)cc2c1	7.9	1.3	-6.7	-72.9	-10.6	0.1	-0.2	5.5	-9.4
COc1ccc(C(=O)NC(=S)N(CCC(C)C)c2c(N)n(Cc3ccccc3)c(=O)[nH]c2=O)cc1	7.0	-3.8	22.6	-44.8	-0.4	0.7	1.6	0.2	-8.4
O=C(c1cccs1)N(Cc1ccco1)C1CCS(=O)(=O)C1 (stereo not given)	8.7	-13.6[fluorescence artefact?]	4.5	-2.8	9.7	0.0	0.5	-1.2	-11.9[fluorescence artefact?]
O=C(Nc1ccccc1N1CCCCC1)c1ccc(-c2cccc(Cl)c2)o1	7.6	1.8	14.9	-73.2	-0.4	3.6	3.0	-9.1	-15.0
COc1cc(-c2nnc(-c3ccccc3)o2)cc(OC)c1OC	11.8&17.6	-1.4[fluorescence artefact?]	-27.7&-20.1	-57.1	1.3	0.7	5.6	-5.9	7.4[fluorescence artefact?]
COc1cc(CN2CCNC(=O)C2CC(=O)NCCc2ncccc2C)cc(OC)c1 (stereo not given)	4.3	2.6	15.3	-12.5	/	0.3	10.8	0.1	-8.0
Cc1ccc2nc(SCC(=O)N3CCN(c4ccccc4)CC3)[nH]c2c1	8.1	2.1	-26.9	-2.5	17.2	0.2	7.7	-5.2	-5.5
CC1(C)C(=O)OC(/C=C/c2cccc([N+](=O)[O-])c2)C(C)(C)C1=O (stereo not given)	5.0	0.0	11.7	-7.8	/	0.0	17.6	-9.9	1.1
N#Cc1cc2ccccc2nc1N	4.5	0.5	1.6	-303.7	-5.1	1.7	38.4	-3.0	1.9
O=C(CN1CCC(NC(=O)Nc2ccccc2-c2ccccc2)CC1)NCc1ccco1	6.2	3.1	2.7	6.2	-1.4	1.0	1.6	-3.6	0.2
COc1cc(/C=N/Nc2ccccc2)ccc1OC(=O)c1cccs1	6.3	-4.4	-4.7	15.3	-0.9	-0.6	0.7	-8.2	0.2
O=C(Nc1ccccc1N1CCN(C(=O)c2ccccc2)CC1)c1ccc2c(c1)OCO2	4.6	0.1	-6.4	1.1	2.8	0.1	4.1	-3.5	7.4
Cc1ccc(S(=O)(=O)C2(C(=O)N(C)C3CCCCC3)CC2)cc1	13.9	1.6	10.9	11.8	-7.3	-0.5	2.5	39.4	-0.4
Nc1ncnc2c1nc(SCCO)n2Cc1ccccc1	5.7	-0.4	-31.7	-18.5	-4.2	1.4	1.4	1.3	-20.9
CCOC(=O)c1[nH]c(C)c(C(=O)NC2CCN(C(=O)OCC)CC2)c1C	21.0	5.7	23.0	3.7	5.6	0.5	-0.6	-4.8	-3.9[fluorescence artefact?]
COc1ccc(NC(=S)N/N=C2\CC(C)(C)Oc3ccc(OC)cc32)cc1	7.7	2.3	21.0	7.7	-0.9	1.4	9.9	-11.8	-5.5
COc1ccc(OC)c(-n2c(SCC(=O)NCc3ccco3)nnc2-c2c[nH]c3ccccc23)c1	14.3	0.5	-10.9	-10.8	-6.8	-0.5	-1.2	0.1	4.9
CC(C)c1ccccc1NC(=S)NCc1nc2ccccc2[nH]1	6.1	-0.3	-43.1	9.8	-7.4	0.7	13.2	0.2	-15.6
O=[N+]([O-])c1ccc(N/N=C2\CC3CC=CC23)c([N+](=O)[O-])c1 (stereo not given)	10.7	1.5	-39.0	-20.2	7.4	-0.1	0.5	-8.2	-2.5
Cc1cc(SCC(=O)OCC(=O)NCC2CCCO2)c(C)cc1Br (stereo not given)	2.9	-5.3	3.5	-5.9	1.7	2.1	15.9	-6.8	-1.7
O=C(Cc1ccc(Br)c2ccccc12)N/N=C/c1ccccn1	6.2	-2.1	-62.1	5.3	22.5	0.7	6.6	-0.9	-24.0
COc1cc(S(=O)(=O)NCCc2ccc3c(c2)OCO3)ccc1-n1cnnn1	10.2	-4.7	-10.9	19.1	0.4	0.1	1.7	0.6	6.6
COc1cccc2cc(C(=O)N3CCc4ccccc4C3)c(=O)oc12	4.1	13.4	-9.1	-60.5	-1.4	-0.3	-3.8	-5.6	-3.1

Source: PubChem BioAssay

Only part of the results is shown; the hit share may differ from the screen's.
